ALOX15 inhib = qHTS Assay for Inhibitors of 15-hLO (15-human lipoxygenase) | Potency, µM (series often up to 57.1 µM), for inactives: top-dose activity change, negative = inhibition, usual class: inhibitors | Polyunsaturated fatty acid lipoxygenase ALOX15 (Homo sapiens), P16050 | hit rate 1.4% among 74,000 | AID 887, 2007 | purified 15hLO-1, xylenol orange hydroperoxide absorbance; also: % is scaled to controls: 0 for no effect and ±100 for the full control effect; nearly all actives have a fitted effect of over 55% in size
Target sequence (P16050 whole entry, looked up): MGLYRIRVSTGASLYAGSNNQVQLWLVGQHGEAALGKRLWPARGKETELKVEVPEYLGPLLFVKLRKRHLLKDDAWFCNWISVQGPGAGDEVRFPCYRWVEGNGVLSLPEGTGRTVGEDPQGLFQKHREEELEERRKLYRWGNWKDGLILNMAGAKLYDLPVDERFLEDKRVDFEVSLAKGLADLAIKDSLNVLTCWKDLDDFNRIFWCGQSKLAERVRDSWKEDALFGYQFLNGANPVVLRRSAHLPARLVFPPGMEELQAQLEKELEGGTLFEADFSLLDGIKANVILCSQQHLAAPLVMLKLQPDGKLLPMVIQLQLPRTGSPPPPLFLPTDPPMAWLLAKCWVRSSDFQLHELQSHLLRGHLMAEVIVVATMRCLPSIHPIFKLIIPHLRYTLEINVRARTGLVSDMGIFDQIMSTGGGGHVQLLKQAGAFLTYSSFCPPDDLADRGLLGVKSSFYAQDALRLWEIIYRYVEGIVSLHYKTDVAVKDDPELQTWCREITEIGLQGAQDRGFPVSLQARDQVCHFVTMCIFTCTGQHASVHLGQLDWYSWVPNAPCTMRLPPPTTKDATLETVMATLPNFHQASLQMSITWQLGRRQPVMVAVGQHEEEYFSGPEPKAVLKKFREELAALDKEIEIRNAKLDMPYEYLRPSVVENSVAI
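Compounds were preincubated 15 min at room temperature with 40 nM purified human enzyme (25 mM Hepes pH 7.5, 0.01% Triton X-100); 50 uM arachidonic acid reacted 6 min. Fe-xylenol orange detection, 30 min, absorbance ratio 573/405 nm.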
HBB splicing = qHTS Assay for Modulators of Hemoglobin Beta Chain Splicing. HBB splicing reporter cell assay, activation; EGFP reporter with mutant IVS2-654 intron; response scale: normalised to 500 nM splice-correcting PNA. Potency, µM (top dose mostly 46.1 µM), without a hit: top-dose activation, most hits filed as activators. hit rate 0.06% among 65,000; also: 0% is about no effect
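HeLa cells stably expressing EGFP interrupted by mutant beta-globin intron 2 (IVS2-654), 500/well in 2% FCS. Treated with compound for 2 days at 37C. Splicing correction scored as total well GFP intensity (488 nm excitation, 500-520 nm emission); 500 nM antisense PNA served as control.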
HADH2 inh = qHTS Assay for Inhibitors of HADH2 (Hydroxyacyl-Coenzyme A Dehydrogenase, Type II); 3-hydroxyacyl-CoA dehydrogenase type-2 (Homo sapiens), Q99714; recombinant HADH2, NADH fluorescence, beta-hydroxybutyryl-CoA; Potency, µM (series often up to 57.1 µM), for inactives: at the top dose activity change, negative = inhibition, most hits filed as inhibitors; hit rate 3.4% among 73,000; AID 886, 2007; also: % is scaled to controls: 0 for no effect and ±100 for the full control effect; nearly all actives have a fitted effect of over 60% in size; many of its hits are not listed in these tables
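20 nM HADH2 + cpd, 15 min RT; add 1 mM NAD+/90 uM beta-hydroxybutyryl-CoA; kinetic fluorescence 360/450 nm, 4 min. Tris-HCl pH 9.0, 0.01% Tween-20.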
ERK AVP inh = qHTS Assay for Inhibitors of the ERK Signaling Pathway using a Homogeneous Screening Assay; HEK293-V1b, vasopressin-stimulated pERK AlphaScreen; hit rate 0.99% among 72,000; Potency, µM (highest dose often 57.5 µM), without a hit: at the highest dose activity, negative = inhibition, hits mostly inhibitors; also: % is scaled to controls: 0 for no effect and ±100 for the full control effect; nearly all actives have a fitted effect of over 55% in size
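qHTS, compounds titrated on V1b-expressing HEK293 cells. Preincubation 30 min at 37C, vasopressin 25 nM for 5 min, lysis 10 min, bead incubation 5 hr at room temperature.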
* hit, by the source's call; ? = inconclusive; · = not tested or not shown; [ ] = another dose, or the depositor's remark. Calls follow the shape of the dose curve; as a rule, active = well fitted curve in the direction sought with a large enough effect; inconclusive = small, poorly fitted or top-dose-only effect, or another doubt; inactive = no such curve, though single readings can be large; an effect the other way counts as inactive or inconclusive. Potency is read from the fitted curve at half-maximal effect.

Results follow in this order: ALOX15 inhib, ERK AVP inh, HADH2 inh, HBB splicing
CC1=CC(=O)C2=C(C)C[C@H](O)[C@H]3[C@H](C)C(=O)O[C@@H]3C12 (stereo partly drawn)
  0.0%[25.6 µM], 15.1%, ·, ·
C=C1CCC(O)C/C1=C\C=C1/CCCC2(C)C1CCC2C(C)CCCC(C)C (stereo not drawn)
  ?, 8.6%, ·, ·
Cc1cccc2c3c(ccc12)C1=C(C(=O)C3=O)C(C)CO1 (stereo not drawn)
  -24.2%, ?, ·, ·
CC([C@H](O)c1ccccc1)N(C)C (stereo partly drawn)
  -14.7%, 11.9%, ·, ·
COc1cc2c(cc1OC)-c1c(O)c(OC)cc3c1[C@H](C2)N(C)CC3
  ?, ?, ·, ·
C#CC1(O)CCC2C3CCC4=CC(=O)CCC4(C)C3CCC21C (stereo not drawn)
  -1.7%, 8.3%, ·, ·
COC1C(O)C(OC2CC[C@]3(C=O)C4C(OC(C)=O)C[C@@]5(C)C(C6=CC(=O)OC6)CC[C@]5(O)C4CC[C@]3(O)C2)OC(C)C1OC(C)=O (stereo partly drawn)
  1.0%, 18.3%, ·, ·
CSc1nc(NC(C)C)nc(NC(C)C)n1
  -0.6%, -6.0%, ·, ·
Nc1nc(N)c2nc(CNc3ccc(C(=O)NC(CCC(=O)O)C(=O)O)cc3)cnc2n1 (stereo not drawn)
  -13.2%, ?, ·, ·
COC1C=CC23c4cc5c(cc4CN(CC2O)C3C1)OCO5 (stereo not drawn)
  -4.3%, ?, ·, ·
CC(=O)OC1C2C(OC(=O)Cc3ccccc3)C(C)CC2(OC(C)=O)C(=O)/C(C)=C/C2C(CC[C@@]13CO3)C2(C)C (stereo partly drawn)
  1.3%, -8.6%, ·, ·
CCCCN(CC)c1c([N+](=O)[O-])cc(C(F)(F)F)cc1[N+](=O)[O-]
  -0.9%, -21.8%, ·, ·
COc1cc2c(cc1OC)-c1c(OC)c(OC)c(CO)c3c1C(C2)N(C)CC3 (stereo not drawn)
  -1.7%[25.6 µM], ?, ·, ·
Nc1ncn[nH]1
  3.9%, 0.1%, ·, ·
N#CC(C#N)=NNc1cccc(Cl)c1
  ?, 12.2%, ?, -0.4%
CCCCC1(C2CCCC2)Cc2cc(OCCCC(=O)O)c(Cl)c(Cl)c2C1=O (stereo not drawn)
  ?, 1.7%, -3.4%, -1.2%
O=C1NO[C@H]2[C@@H]1CN[C@@H]2C(=O)O
  ?, 16.0%, 16.9%, 0.3%
CCOC(=O)c1ncn2c1CN(C)C(=O)c1cc(N=[N+]=[N-])ccc1-2
  ?, -5.0%, 7.3%, 0.7%

Looked up above.
`CCOC(=O)c1ncn2c1CN(C)C(=O)c1cc(N=[N+]=[N-])ccc1-2` @ ERK AVP inh = -5.0%
`C=C1CCC(O)C/C1=C\C=C1/CCCC2(C)C1CCC2C(C)CCCC(C)C` (stereo not drawn) @ ERK AVP inh = 8.6%
`C#CC1(O)CCC2C3CCC4=CC(=O)CCC4(C)C3CCC21C` (stereo not drawn) @ ALOX15 inhib = -1.7%
`CC(=O)OC1C2C(OC(=O)Cc3ccccc3)C(C)CC2(OC(C)=O)C(=O)/C(C)=C/C2C(CC[C@@]13CO3)C2(C)C` (stereo partly drawn) @ ERK AVP inh = -8.6%
`CSc1nc(NC(C)C)nc(NC(C)C)n1` @ ERK AVP inh = -6.0%
`CCCCN(CC)c1c([N+](=O)[O-])cc(C(F)(F)F)cc1[N+](=O)[O-]` @ ERK AVP inh = -21.8%

In the list so far, these have nitrogen in an aromatic ring:
Results follow in this order: ALOX15 inhib, ERK AVP inh, HADH2 inh, HBB splicing
CSc1nc(NC(C)C)nc(NC(C)C)n1
  -0.6%, -6.0%, ·, ·
Nc1nc(N)c2nc(CNc3ccc(C(=O)NC(CCC(=O)O)C(=O)O)cc3)cnc2n1 (stereo not drawn)
  -13.2%, ?, ·, ·
Nc1ncn[nH]1
  3.9%, 0.1%, ·, ·
CCOC(=O)c1ncn2c1CN(C)C(=O)c1cc(N=[N+]=[N-])ccc1-2
  ?, -5.0%, 7.3%, 0.7%

A section of the results above:
Results follow in this order: ALOX15 inhib, ERK AVP inh, HADH2 inh, HBB splicing
CC1=CC(=O)C2=C(C)C[C@H](O)[C@H]3[C@H](C)C(=O)O[C@@H]3C12 (stereo partly drawn)
  0.0%[25.6 µM], 15.1%, ·, ·
C=C1CCC(O)C/C1=C\C=C1/CCCC2(C)C1CCC2C(C)CCCC(C)C (stereo not drawn)
  ?, 8.6%, ·, ·

A portion of the library; count on the stated rates, not on these rows.
